SKKanGAS inh: inhibitors of SKKanGAS S. pyogenes growth in kanamycin (SK-promoter or general growth effect). AID 1662. BacTiter-Glo, 6 h. 1.3% of 300,000 active. inhibition, % at 7.5 µM;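 active = mean replicate score, as percent of positive control median, at least 50; inconclusive = mean below 50 but one replicate at or above 50; inactive = mean and every replicate below 50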;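 also: strain carries kanamycin resistance gene driven by streptokinase promoter and grows in 40 µg/ml kanamycin; loss of luminescence reflects streptokinase promoter inhibition or plain growth inhibition; 0% = median of DMSO wells and 100% = positive control at its reference dose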
HDAC3 inhib: inhibitors of human histone deacetylase 3; inhibition, % at 8.3 µM; 0.15% of 320,000 active; recombinant HDAC3, fluorogenic peptide/trypsin coupled, fluorescence; O15379; AID 2718; in the data active = inhibition above about 26%, passing the limit was not always enough; inconclusive = no clear call, values can overlap the other calls
Target sequence (O15379 whole entry, looked up): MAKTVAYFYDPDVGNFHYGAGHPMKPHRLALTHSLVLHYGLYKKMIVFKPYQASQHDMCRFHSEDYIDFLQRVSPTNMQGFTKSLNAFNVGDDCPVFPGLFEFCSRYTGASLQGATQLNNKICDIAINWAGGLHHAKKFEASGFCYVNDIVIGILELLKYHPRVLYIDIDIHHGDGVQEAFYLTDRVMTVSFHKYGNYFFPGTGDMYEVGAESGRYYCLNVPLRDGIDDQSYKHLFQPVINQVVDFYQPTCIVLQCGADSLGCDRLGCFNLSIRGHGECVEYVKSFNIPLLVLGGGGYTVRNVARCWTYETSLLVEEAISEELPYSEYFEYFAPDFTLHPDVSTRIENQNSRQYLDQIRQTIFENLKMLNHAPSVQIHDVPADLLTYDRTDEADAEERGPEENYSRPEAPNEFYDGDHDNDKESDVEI
ANO1 activ: activators or potentiators of mouse TMEM16A chloride channel. 0.3% of 340,000 active. Q8BHY3. AID 623877. B-score at 10 µM. HEK293 TMEM16A/YFP-H148Q/I152L, iodide quench fluorescence; hits give low values;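 active = fluorescence-ratio B-score plate-corrected deviation score at least 3 library SD below zero, with starting fluorescence score within 5 deviations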;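 also: channel opened by trigger with iodide after compound preincubation; score built on the fluorescence ratio of max minus min over baseline; more negative score means more quench and so TMEM16A activation or potentiation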
KCNQ1 inh: human KCNQ1 channel inhibition | CHO-K1 KCNQ1, FluxOR thallium flux fluorescence; hits give high values | 1.3% of 310,000 active | B-score at 10 µM | P51787;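 active = compounds whose thallium flux B-score, printed positive for inhibition, exceeds three library SD while starting fluorescence stays within three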;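 also: channel opened by potassium depolarization with thallium stimulus after 20 min compound exposure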
hERG rescue: hERG (human) protection from proarrhythmic block. 0.51% of 310,000 active. activation (rescue from dofetilide block), less the hit threshold, % at 10 µM. CHO-hERG, FluxOR thallium flux, dofetilide IC70 present. Q12809;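 active = activation above the mean of controls blocked by dofetilide plus 5 SD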;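 also: thallium influx through hERG after potassium depolarization seen as dye fluorescence rise; in these data hits start at about 4.7%; inactives centre near -7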
KCNK9 block: inhibitors of human KCNK9 two-pore domain potassium channel; B-score at 10 µM; 1.2% of 310,000 active; Q9NPC2; AID 488922; HEK293 KCNK9, FluxOR thallium flux fluorescence; hits give low values;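 active = ratio B-score over 3 SD below the library mean, with starting fluorescence within 5 SD of its mean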;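 also: negative B-score means less thallium flux so channel inhibition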
Target sequence (Q9NPC2 whole entry, looked up, the tested form may be a part): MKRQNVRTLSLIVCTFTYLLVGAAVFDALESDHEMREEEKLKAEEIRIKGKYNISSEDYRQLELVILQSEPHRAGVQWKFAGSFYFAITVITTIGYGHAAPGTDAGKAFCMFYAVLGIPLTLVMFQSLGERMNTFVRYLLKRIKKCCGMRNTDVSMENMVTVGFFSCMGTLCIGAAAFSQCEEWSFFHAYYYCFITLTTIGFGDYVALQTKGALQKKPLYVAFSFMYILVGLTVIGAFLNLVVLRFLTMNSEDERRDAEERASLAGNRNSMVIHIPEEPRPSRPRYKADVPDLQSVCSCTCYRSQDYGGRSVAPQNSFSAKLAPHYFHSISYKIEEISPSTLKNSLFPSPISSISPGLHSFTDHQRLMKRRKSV
KCNK3 inh: human KCNK3 channel inhibition, primary screen; CHO-KCNK3 thallium flux, FluxOR fluorescence; hits give low values; AID 602410; B-score at 10 µM; 0.84% of 340,000 active;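 active = B-score under library mean minus 4 SD, starting fluorescence ratio at most library mean plus 5 SD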;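 also: more negative B-score means stronger inhibition of thallium flux through KCNK3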
RGS4 act: RGS4 potentiation or activation. HEK293 M3R/inducible RGS4, carbachol calcium flux Fluo4; hits give low values. B-score at 10 µM. 0.92% of 310,000 active;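 active = B-score of the integrated calcium signal more than 4 SD below the library mean, with starting fluorescence not abnormally high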;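 also: negative B-score means reduced calcium response which marks RGS4 activation or potentiation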
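Assay system: HEK293 FlpIn-TREx cells, stable M3R, doxycycline-inducible RGS4 / Probe or stimulus: carbachol, ECmax concentration / Times: overnight RGS4 induction, 30 min dye load 37 °C, 20 min compound RT / Signal: kinetic calcium fluorescence imaging with Fluo4-AM dye, 2 µM / Measure: Agonist-evoked peak-minus-minimum fluorescence over baseline, integrated ratio, B score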
ANO1 block: inhibitors of mouse TMEM16A calcium-activated chloride channel | Q8BHY3 | 1.2% of 310,000 active | HEK293 TMEM16A/YFP iodide influx fluorescence, ionomycin | normalized B-score (activity score, 25-100; higher = stronger inhibition) at 10 µM | AID 588511;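 active = ratio plate-corrected score three or more library SD toward inhibition, starting fluorescence score within five deviations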;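 also: score derived from kinetic fluorescence span divided by baseline fluorescence per well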
KCNQ1 act: potentiators or activators of human KCNQ1 potassium channel; P51787; B-score at 10 µM; 0.35% of 310,000 active; CHO-K1 KCNQ1, thallium flux FluxOR fluorescence; hits give high values;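 active = fluorescence ratio B-score, a plate-corrected score, at least three library SD, with initial intensity B-score within 5 SD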
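System: CHO-K1 cells stably expressing KCNQ1 / Medium: assay buffer for compound exposure, DMSO matched across wells / Reagent: thallium- and potassium-containing depolarizing buffer / Compound: one concentration, matched DMSO / Incubation: 20 min compound pretreatment at room temperature / Measured by: kinetic FluxOR fluorescence, 10 s baseline plus 110 s post-stimulus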
RGS4 block: inhibitors of human RGS4; P49798; HEK293 M3R/RGS4 inducible, Fluo-4 calcium flux; hits give high values; triggered by carbachol at its EC20; B-score at 10 µM; 0.45% of 310,000 active; AID 463165;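 active = B-score, a plate-corrected calcium signal, over three deviations above library mean, with baseline fluorescence within five deviations of library mean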;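 also: RGS4 expression induced by doxycycline in cells with stable M3 receptor; B-score is computed from the integrated fluorescence ratio over baseline after carbachol; higher B-score means a larger calcium signal and so more RGS4 inhibition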
Target sequence (P49798 whole entry, looked up): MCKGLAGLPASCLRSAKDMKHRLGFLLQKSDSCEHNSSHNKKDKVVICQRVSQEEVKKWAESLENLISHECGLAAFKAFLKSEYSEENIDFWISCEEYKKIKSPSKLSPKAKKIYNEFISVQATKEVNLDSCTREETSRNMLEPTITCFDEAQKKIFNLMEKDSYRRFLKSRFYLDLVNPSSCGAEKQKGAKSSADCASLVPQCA
The depositor's hits bear a star; i = inactive; ? = inconclusive; . = not tested or not shown. Not a hit list; overall some 6.3% were active at least once.

SMILES	SKKanGAS inh	HDAC3 inhib	ANO1 activ	KCNQ1 inh	hERG rescue	KCNK9 block	KCNK3 inh	RGS4 act	ANO1 block	KCNQ1 act	RGS4 block
Cc1nc2ccccc2n1CC(=O)OCC(=O)NCCc1ccccc1	0.8	-6.4	i	i	-6.9	i	i	i	i	i	i
Cc1ccc(S(=O)(=O)Nc2cc(C(F)(F)F)ccc2N2CCOCC2)cc1C	9.0	?	i	i	-7.0	i	i	i	i	i	i
Cc1ccc(/C=N/NC(=O)CN2CCN(Cc3ccccc3Cl)CC2)o1	-0.9	-0.8	i	i	-8.1	i	i	i	i	i	i
Nc1cccc(-c2ccc(CO)o2)c1	-1.8	-14.0	i	i	-9.6	i	i	i	i	i	i
O=C1NC2(CCCc3ccccc32)C(=O)N1CCOc1ccc(Br)cc1 (stereo not drawn)	-0.4	6.7	i	i	-7.0	i	i	i	i	i	i
CCc1nn(CC(=O)NCCN2CCN(C)CC2)c(=O)c2cc3c(OC)cccc3n12	-6.0	-93.5	i	i	-2.6	i	i	i	i	i	i
COc1ccc(CCC(=O)O)c(O)c1	3.1	-2.1	i	i	-5.8	i	i	i	i	i	i
O=C1CSC(c2cccc([N+](=O)[O-])c2)N1CCc1ccccc1 (stereo not drawn)	10.4	-3.8	i	i	-7.0	i	i	i	i	i	i
c1ccc2c(-c3csc(-c4ccncc4)n3)c[nH]c2c1	6.8	-3.6	i	i	-11.4	i	i	i	i	i	i
CCOC(=O)CSc1nc(N2CCOCC2)c2c(c1C#N)CC(C)(C)OC2	4.2	5.5	i	i	-14.1	i	i	i	i	i	i
Cc1onc(-c2ccccc2)c1C(=O)NC(=S)NNC(=O)c1ccccc1O	86.7*	-0.8	i	i	-18.5	i	i	i	100*	i	i
COc1ccc(N2CCN(C(=O)NCc3ccc(C)cc3)CC2)cc1	-10.7	3.3	i	i	-15.3	i	i	i	i	i	i
CN1CCN(c2ccc(C(=O)c3cn(-c4ccc(F)c(Cl)c4)nn3)cc2)CC1	-0.9	2.7	i	i	-15.1	i	i	i	i	i	i
COc1ccccc1N1CCN(C(=O)c2ccc3[nH]c4c(c3c2)CC(C)CC4)CC1 (stereo not drawn)	37.4	-2.4	i	i	-12.4	i	i	i	i	i	i
Cc1ccc(-n2ncc3c(=O)[nH]c(SCC(=O)N4CCCC4)nc32)cc1C	6.0	-1.4	i	i	-11.3	i	i	i	i	i	i
O=C(CN1CCN(S(=O)(=O)c2ccc3ccccc3c2)CC1)NC(=O)NC1CCCCC1	10.6	7.6	i	i	-4.6	i	i	i	i	i	i
Cc1nn(-c2ccccc2)c(C)c1/C=N/NC(=O)c1cc(C(C)(C)C)[nH]n1	-4.9	-1.2	i	i	-12.6	i	i	i	i	i	i
CCOC(=O)c1cccc(NC2c3ccccc3C(=O)N2Cc2ccco2)c1 (stereo not drawn)	5.0	.	i	i	-18.4	i	i	i	i	i	i
COc1ccc(NS(=O)(=O)c2ccc(C)c(C(=O)NCC(c3cccs3)N3CCOCC3)c2)cc1 (stereo not drawn)	-4.7	-6.2	i	i	-10.9	i	i	i	i	i	i
CC(C)(C)OC(=O)N1CCC[C@H]1C(=O)N/N=C/c1ccc2nccnc2c1	2.0	6.0	i	i	-6.1	i	i	i	i	i	i
O=C(NCC1CCCO1)c1cc2ccccc2o1 (stereo not drawn)	4.4	5.1	i	i	-13.9	i	i	i	i	i	i
CC1CCCN(S(=O)(=O)c2ccc3c(c2)n(C)c(=O)c(=O)n3C)C1 (stereo not drawn)	-0.1	-4.1	i	i	-3.2	i	i	i	i	i	i
COc1cccc(-c2cc(C(=O)O)[nH]n2)c1	-3.5	-4.0	i	i	-7.5	i	i	i	i	i	i
CCCC1CCC(C(=O)Nn2c(C)nc3ccccc3c2=O)CC1 (stereo not drawn)	7.7	1.8	i	i	-2.9	i	i	i	i	i	i
S=C(c1ccc(N2CCOCC2)cc1)N1CCCCC1	15.2	4.5	i	i	-2.7	i	i	i	i	i	i

Carrying on.
SMILES	SKKanGAS inh	HDAC3 inhib	ANO1 activ	KCNQ1 inh	hERG rescue	KCNK9 block	KCNK3 inh	RGS4 act	ANO1 block	KCNQ1 act	RGS4 block
C#CCOCCOCCOCCNc1nc(N2CCN(C(=O)[C@H]([C@@H](C)CC)n3cc([C@@H](N)CC(C)C)nn3)CC2)nc(N2CCN(C(=O)[C@H](Cc3cc4ccccc4[nH]3)n3cc([C@@H](N)CC(C)C)nn3)CC2)n1	-2.2	.	.	i	-7.2	i	.	i	.	i	i
O=c1c(Cc2ccc(Cl)cc2)c(O)ccn1Cc1cccs1	3.1	-0.2	i	i	-2.1	i	i	i	i	i	i
COC(=O)c1ccc(C)c(NC(=O)CSc2sc3c(O)cc(=O)[nH]c3c2C#N)c1	13.1	1.6	i	i	2.0	i	i	i	i	i	i
CCc1cccc(OCC(O)Cn2c(N3CCCCC3)nc3c2c(=O)[nH]c(=O)n3C)c1 (stereo not drawn)	-7.6	-4.6	i	i	-8.4	i	i	i	i	i	i
COc1ccc2oc(=O)c(C(=O)NCCc3ccc(OC)c(OC)c3)cc2c1	2.9	-1.7	i	i	-6.1	i	i	i	i	i	i
COC(=O)Cc1csc(Nc2ccc(Cl)cc2)n1	4.6	6.3	i	i	-5.1	i	i	i	i	i	i
Cc1ccc(C2=NN(CCC(=O)NCc3ccc4c(c3)OCO4)C(=O)CC2)cc1	-14.5	-0.3	i	i	-13.6	i	i	i	i	i	i
CCOC(=O)Cn1c(-c2cccnc2)nc(-c2ccccc2)c1-c1ccccc1	-1.1	2.1	i	i	-10.4	i	i	i	i	i	i
COc1cc(/C=N/NC(=O)c2cc(-c3ccccc3C)nc3ccccc23)cc(OC)c1O	-0.1	-16.6	i	i	-11.7	i	i	i	i	i	i
O=C(NC(=S)Nc1ccccc1[N+](=O)[O-])c1cncc(Br)c1	8.1	9.1	i	i	-4.3	i	i	i	i	i	i
NS(=O)(=O)c1ccc(CNC(=O)C(c2ccccc2)c2ccccc2)cc1	-0.5	-3.6	i	i	-3.3	i	i	i	i	i	i
COC(=O)c1c(NC(=O)CCC(=O)O)sc(Cc2ccccc2)c1C	2.5	.	i	i	-2.9	i	i	i	i	i	i
O=[N+]([O-])c1ccccc1/C=N/Nc1nc(N2CCCC2)nc(N2CCCC2)n1	-6.6	-4.1	i	i	-16.5	i	i	i	i	i	i
COc1ccccc1CNC(=O)Cn1nc(C)c([N+](=O)[O-])c1C	0.7	7.3	i	i	-7.9	i	i	i	i	i	i
COc1ccc(-c2cc(=O)oc3cc(OCC(=O)NCc4ccccn4)ccc23)cc1	-3.4	5.5	i	i	-1.5	i	i	i	i	i	i
Cc1ccc(C(=O)N/C(=C/c2ccco2)C(=O)NCCc2c[nH]c3ccccc23)cc1C	11.2	-3.1	i	i	-12.2	i	i	i	i	i	i
CN(C)c1ccc(S(=O)(=O)N2CCCCC2)cc1NC(=O)C1=COCCO1	-2.0	9.1	i	i	-8.4	i	i	i	i	i	i
CC(C)c1c(O)c2c(n(-c3ccccc3)c1=O)CCCC2	-10.0	.	i	i	1.3	i	i	i	i	i	i
Cc1cc(C)cc(OCC(=O)Nc2ccc3c(c2)OCO3)c1	-0.1	-2.3	i	i	-9.7	i	i	i	i	i	i
Cc1ccccc1N(C)C(=O)c1coc(=O)c2ccccc12	10.6	7.1	i	i	-15.5	i	i	i	i	i	i
CC(=O)c1cccc(NC(=S)N2CCC(Cc3ccccc3)CC2)c1	1.6	6.5	i	i	-14.3	i	i	i	i	i	i
COc1cc2[nH]c(=S)n(CC3CCCO3)c(=O)c2cc1OC (stereo not drawn)	1.1	6.0	i	i	-0.5	i	i	i	i	i	i
O=C(CSc1nnc(-c2ccc(S(=O)(=O)N3CCOCC3)cc2)o1)c1ccccc1F	-4.2	-7.6	i	i	-16.5	i	i	i	i	i	i
COC(=O)c1ccc(Cl)c(NC(=O)CN(c2ccc(OC)cc2)S(=O)(=O)c2ccccc2)c1	6.3	8.7	i	i	-8.2	i	i	i	i	i	i
COc1cccc(CC(=O)Nc2nc(-c3cc(OC)ccc3OC)cs2)c1	-2.4	15.5	i	i	-12.9	i	i	i	i	i	i

(cont.)
SMILES	SKKanGAS inh	HDAC3 inhib	ANO1 activ	KCNQ1 inh	hERG rescue	KCNK9 block	KCNK3 inh	RGS4 act	ANO1 block	KCNQ1 act	RGS4 block
Cc1cccc(Nc2nc(-c3ccc(O)cc3O)cs2)n1	-2.1	8.9	i	i	-5.5	i	i	i	i	i	i
CN1CCN(C(=O)C2CCCN(S(=O)(=O)c3ccc(F)cc3)C2)CC1 (stereo not drawn)	2.0	-6.1	i	i	-10.3	i	i	i	i	i	i
O=C(Nc1ccc(S(=O)(=O)N2CCOCC2)cc1)C1CC1	-6.1	-3.5	i	i	-3.9	i	i	i	i	i	i
Cc1nn(Cc2ccccc2Cl)c(C)c1N	0.6	4.6	i	i	-6.4	i	i	i	i	i	i
CCCCCCCCNc1nc(Cl)nc(NCc2ccco2)n1	-10.8	.	i	i	-7.1	i	i	i	i	i	i
O=C(CSc1cccc2cccnc12)N/N=C/c1ccncc1	0.1	-7.5	i	i	-18.4	i	i	i	i	i	i
COc1ccc(CN2CC(=O)N(c3cc(Cl)ccc3OC)C2=S)cc1OC	4.2	7.2	i	i	-0.5	i	i	i	i	i	i
COc1ccc(OC)c(-c2nc3cc4ccccc4cc3nc2-c2ccccc2)c1	11.1	3.4	i	i	-4.3	i	i	i	i	i	6.77*
Cc1ccc(-n2c(SCC(=O)N/N=C/C=C/c3ccccc3[N+](=O)[O-])nc3ccccc3c2=O)cc1	5.0	-4.1	i	i	-13.4	i	i	i	i	i	i
O=C(OCn1nnc2ccccc2c1=O)c1cc(-c2ccccc2)nc2ccccc12	-5.4	.	i	i	-9.0	i	i	i	i	i	i
CCN(CCNC(=O)Nc1ccc(Cl)cc1)c1ccccc1	6.2	0.6	i	i	-6.7	i	i	i	i	i	i
CC(NC(=O)COC(=O)Cn1cnc2ccccc2c1=O)C1CC2CCC1C2 (stereo not drawn)	1.5	5.3	i	i	-14.2	i	i	i	i	i	i
Cn1nc(C(=O)N2CCN(C(c3ccccc3)c3ccccc3)CC2)c2ccccc2c1=O	-0.5	3.4	i	i	-17.5	i	i	i	i	i	i
CCOc1ccc(S(=O)(=O)N(C)c2ccc(OCC(=O)Nc3ccc4[nH]c(=O)[nH]c4c3)cc2)cc1	3.8	2.7	i	i	-9.5	i	i	i	i	i	i

Assay outcomes as filed in PubChem BioAssay.
